Source: PubChem BioAssay
GALK inh = inhibitors of human galactokinase | Potency, µM (top dose mostly 57.5 µM), for the others: at the top dose activity change, negative = inhibition, hits mostly inhibitors | Purified GALK, Kinase-Glo residual ATP luminescence | P51570 | actives 0.007% (n = 270,000); note: potency is the fitted concentration of half-maximal effect; % is set by controls: 0 for no effect and ±100 for the full control effect
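Kinase-Glo Plus luminescence measured ATP left after a 1 h room-temperature reaction. The reaction used 5 nM GALK, 100 uM galactose and 35 uM ATP at pH 8.0 (20 mM HEPES, 5 mM MgCl2, 60 mM NaCl, 1 mM DTT, 0.01% BSA).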
MLL CXXC-DNA inh = inhibitors of human MLL CXXC domain-DNA interaction; Q03164; actives 0.037% (n = 290,000); Potency, µM (doses to about 115 µM), without a hit: top-dose activity change, negative = inhibition, most hits filed as inhibitors; MLL-CXXC / FITC-HOXA9 DNA fluorescence polarization; AID 2662; active = well fitted inhibition curve with a large enough effect in the polarisation, with a control signal flat, not every such curve was filed as active; inconclusive = small, poorly fitted or top-dose-only effect, or effect the other way, or a change in a side signal; inactive = no such curve, though single readings can be large or run the other way; the % refers to the polarisation; note: potency is the fitted concentration of half-maximal effect
Target sequence (Q03164 whole entry, looked up, the tested form may be a part): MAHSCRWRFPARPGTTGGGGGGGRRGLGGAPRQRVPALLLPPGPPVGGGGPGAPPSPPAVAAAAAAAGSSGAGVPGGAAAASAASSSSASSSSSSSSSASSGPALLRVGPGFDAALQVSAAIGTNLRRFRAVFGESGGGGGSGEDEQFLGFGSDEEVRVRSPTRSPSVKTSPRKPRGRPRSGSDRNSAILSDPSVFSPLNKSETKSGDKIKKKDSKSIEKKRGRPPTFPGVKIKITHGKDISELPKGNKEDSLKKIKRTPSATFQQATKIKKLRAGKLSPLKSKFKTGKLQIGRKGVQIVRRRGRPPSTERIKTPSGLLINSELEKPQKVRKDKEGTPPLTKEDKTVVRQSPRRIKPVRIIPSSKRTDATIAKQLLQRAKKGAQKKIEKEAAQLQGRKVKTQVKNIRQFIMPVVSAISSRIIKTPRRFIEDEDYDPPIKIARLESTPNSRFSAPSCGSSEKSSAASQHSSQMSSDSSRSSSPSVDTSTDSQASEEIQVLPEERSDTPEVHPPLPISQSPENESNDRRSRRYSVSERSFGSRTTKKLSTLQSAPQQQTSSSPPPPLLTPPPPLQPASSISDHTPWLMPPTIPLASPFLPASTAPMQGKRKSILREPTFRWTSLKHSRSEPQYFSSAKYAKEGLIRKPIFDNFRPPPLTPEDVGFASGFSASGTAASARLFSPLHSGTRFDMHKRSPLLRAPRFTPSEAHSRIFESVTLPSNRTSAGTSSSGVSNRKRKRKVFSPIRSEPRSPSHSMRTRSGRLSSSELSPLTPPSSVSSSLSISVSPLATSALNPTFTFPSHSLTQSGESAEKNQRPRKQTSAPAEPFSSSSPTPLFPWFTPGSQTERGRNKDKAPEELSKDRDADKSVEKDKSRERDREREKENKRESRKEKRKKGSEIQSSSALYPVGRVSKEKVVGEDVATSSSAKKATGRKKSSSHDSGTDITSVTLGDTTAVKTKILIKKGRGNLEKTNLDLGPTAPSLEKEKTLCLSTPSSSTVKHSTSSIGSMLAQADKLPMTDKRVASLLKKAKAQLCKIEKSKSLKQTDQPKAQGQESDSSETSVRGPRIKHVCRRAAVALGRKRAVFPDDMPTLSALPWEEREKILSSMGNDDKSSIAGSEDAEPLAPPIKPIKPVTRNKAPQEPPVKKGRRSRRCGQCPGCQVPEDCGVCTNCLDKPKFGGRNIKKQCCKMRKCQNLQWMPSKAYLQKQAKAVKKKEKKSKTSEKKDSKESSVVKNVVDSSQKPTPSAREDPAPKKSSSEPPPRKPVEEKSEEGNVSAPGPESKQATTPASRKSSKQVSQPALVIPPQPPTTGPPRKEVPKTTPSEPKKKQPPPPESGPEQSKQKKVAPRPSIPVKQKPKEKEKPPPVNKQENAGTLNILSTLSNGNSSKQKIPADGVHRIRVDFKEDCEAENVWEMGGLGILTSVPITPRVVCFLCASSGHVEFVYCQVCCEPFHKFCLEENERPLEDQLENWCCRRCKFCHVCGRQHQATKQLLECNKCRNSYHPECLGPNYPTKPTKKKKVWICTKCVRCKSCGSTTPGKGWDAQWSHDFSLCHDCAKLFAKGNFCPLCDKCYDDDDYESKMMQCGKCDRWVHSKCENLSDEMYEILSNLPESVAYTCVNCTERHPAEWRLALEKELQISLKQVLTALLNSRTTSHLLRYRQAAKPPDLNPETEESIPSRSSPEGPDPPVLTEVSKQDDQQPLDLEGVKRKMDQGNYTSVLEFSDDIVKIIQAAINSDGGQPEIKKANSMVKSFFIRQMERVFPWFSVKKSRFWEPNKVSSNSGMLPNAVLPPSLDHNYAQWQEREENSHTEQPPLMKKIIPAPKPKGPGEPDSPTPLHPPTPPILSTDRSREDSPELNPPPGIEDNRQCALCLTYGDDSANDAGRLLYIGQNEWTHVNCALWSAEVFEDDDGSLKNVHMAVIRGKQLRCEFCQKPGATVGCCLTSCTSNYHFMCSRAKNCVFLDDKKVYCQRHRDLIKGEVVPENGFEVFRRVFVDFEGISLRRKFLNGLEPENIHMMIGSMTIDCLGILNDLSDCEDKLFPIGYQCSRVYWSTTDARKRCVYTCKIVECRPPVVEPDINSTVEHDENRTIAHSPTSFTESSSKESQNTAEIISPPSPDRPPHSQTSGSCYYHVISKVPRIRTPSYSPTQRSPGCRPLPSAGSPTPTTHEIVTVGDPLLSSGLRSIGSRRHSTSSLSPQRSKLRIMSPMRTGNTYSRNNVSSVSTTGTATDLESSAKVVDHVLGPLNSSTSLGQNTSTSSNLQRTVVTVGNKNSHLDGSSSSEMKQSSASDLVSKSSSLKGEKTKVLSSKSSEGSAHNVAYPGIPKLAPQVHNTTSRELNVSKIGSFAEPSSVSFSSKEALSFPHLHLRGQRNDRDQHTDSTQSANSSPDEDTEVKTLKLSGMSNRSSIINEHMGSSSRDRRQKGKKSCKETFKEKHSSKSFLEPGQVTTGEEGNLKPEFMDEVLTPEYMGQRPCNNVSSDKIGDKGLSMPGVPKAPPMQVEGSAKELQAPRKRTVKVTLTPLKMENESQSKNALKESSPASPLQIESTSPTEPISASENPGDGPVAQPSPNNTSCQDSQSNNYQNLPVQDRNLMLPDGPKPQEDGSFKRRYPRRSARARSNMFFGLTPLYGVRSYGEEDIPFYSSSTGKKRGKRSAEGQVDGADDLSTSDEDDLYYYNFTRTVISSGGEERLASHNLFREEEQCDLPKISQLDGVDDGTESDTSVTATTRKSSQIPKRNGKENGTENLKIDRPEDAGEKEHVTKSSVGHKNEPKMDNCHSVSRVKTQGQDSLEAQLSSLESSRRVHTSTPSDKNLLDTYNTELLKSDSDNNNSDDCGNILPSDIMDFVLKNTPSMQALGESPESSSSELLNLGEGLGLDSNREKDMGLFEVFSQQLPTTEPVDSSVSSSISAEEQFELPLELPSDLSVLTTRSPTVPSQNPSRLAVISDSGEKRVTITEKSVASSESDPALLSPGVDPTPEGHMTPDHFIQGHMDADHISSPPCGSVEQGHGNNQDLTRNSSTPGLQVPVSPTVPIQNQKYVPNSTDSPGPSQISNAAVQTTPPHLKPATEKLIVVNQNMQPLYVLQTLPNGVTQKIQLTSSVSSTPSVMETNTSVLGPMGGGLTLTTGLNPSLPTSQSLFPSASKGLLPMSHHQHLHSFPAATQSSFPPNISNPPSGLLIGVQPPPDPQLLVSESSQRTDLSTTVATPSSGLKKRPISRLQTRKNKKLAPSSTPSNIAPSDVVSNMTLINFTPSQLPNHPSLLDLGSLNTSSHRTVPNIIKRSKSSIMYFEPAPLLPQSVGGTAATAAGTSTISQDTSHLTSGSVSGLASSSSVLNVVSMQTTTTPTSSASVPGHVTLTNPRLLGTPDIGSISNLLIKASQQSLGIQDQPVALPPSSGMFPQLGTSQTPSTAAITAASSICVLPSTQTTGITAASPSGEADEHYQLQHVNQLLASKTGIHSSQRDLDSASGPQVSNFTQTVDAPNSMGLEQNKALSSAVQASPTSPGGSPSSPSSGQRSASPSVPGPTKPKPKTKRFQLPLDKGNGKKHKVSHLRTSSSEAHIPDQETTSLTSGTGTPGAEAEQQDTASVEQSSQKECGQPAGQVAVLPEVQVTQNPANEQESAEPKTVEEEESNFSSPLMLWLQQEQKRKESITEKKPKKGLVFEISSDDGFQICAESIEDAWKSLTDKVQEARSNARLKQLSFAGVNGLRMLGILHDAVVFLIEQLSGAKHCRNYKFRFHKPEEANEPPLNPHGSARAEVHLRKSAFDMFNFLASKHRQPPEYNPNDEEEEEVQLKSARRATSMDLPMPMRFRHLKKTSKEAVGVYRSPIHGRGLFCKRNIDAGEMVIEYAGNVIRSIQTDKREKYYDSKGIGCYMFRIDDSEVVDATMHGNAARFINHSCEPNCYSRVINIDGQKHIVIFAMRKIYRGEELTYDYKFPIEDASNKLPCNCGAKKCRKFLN
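Fluorescence polarization: 7 uM MLL-CXXC (stock) preincubated 5 min with compounds, then 50 nM fluorescein-HOX-A9 DNA (stock) added; 30 min ambient. Buffer 50 mM Tris-HCl pH 7.5, 50 mM NaCl, 1 mM DTT, 0.05% BSA.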
FBPA coupling cs = counter-screen for Giardia aldolase inhibitors: coupling enzyme system; coupling enzyme system counterscreen, AmpLite Red fluorescence; activity change, negative = inhibition, % at 58.2 µM, hits read low; actives 0.67% (n = 290,000); AID 2472; in the data active = activity change below about -30%; note: % is set by controls: 0 for no effect and ±100 for the full control effect
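Fluorescence at 525 nm excitation and 598 nm emission measured inhibition of the coupled detection system without aldolase. Compounds (at 57.5 uM final) were preincubated 10 min at room temperature with coupling enzyme reagent before a 20 min substrate/AmpLite Red step.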
TSHR antagonist = antagonists of human thyroid stimulating hormone receptor; P16473; TSHR-expressing cells, TSH-stimulated cAMP HTRF, 2 h; hits give low values; activity change, negative = inhibition, % at 11.5 µM; actives 0.2% (n = 330,000);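 active = activity change below a set negative limit, meaning inhibition stronger than a set level, cut at about -70% in these data; inconclusive = activity change between two set negative limits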; note: % is set by controls: 0 for no effect and ±100 for the full control effect
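Freshly harvested TSHR cells receive pin-tooled compound, then EC80 TSH at 4nM final. After 2 hours at 37 deg C, antibody in lysis buffer and cAMP-d2 are added; 30 minutes at ambient temperature precede the HTRF read.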
Tb PFK block = T. brucei PFK enzyme inhibition. T. brucei PFK, ADP-Glo luminescence. Potency, µM (top dose mostly 57.5 µM), for the others: at the highest dose activity, negative = inhibition, hits mostly inhibitors. actives 0.17% (n = 330,000). AID 485367;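 note: potency is the fitted concentration of half-maximal effect; 0% = uninhibited 1x PFK enzyme wells and -100% = no-enzyme wells; nearly all actives have a fitted effect of over 60% in size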
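Activity is normalized to no-enzyme wells (full inhibition) and 1.25 nM enzyme wells (no inhibition). Reaction: 0.5 mM F6P, 0.1 mM ATP, 45 min RT, ADP-Glo luminescence; concentration-response curves fitted and classed by quality.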
KCNH2 WT inh = blocks the wildtype human KCNH2 potassium channel; Q12809; U2OS, BacMam KCNH2, thallium flux FluxOr; hits give low values; activity change, % at 1.84 µM; actives 0.37% (n = 340,000);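 active = maximum activity change below -70%; inconclusive = maximum activity change between -70% and -50%; inactive = maximum activity change above -50%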; note: % is set by controls: 0 for no effect and ±100 for the full control effect
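U2OS cells were transduced with wild-type KCNH2 virus (2.03 x 10^8 / mL) for 4 h at room temperature, then cultured overnight at 37 C. Thallium flux was read with FluxOr dye. Rate constants were normalized to DMSO controls.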
TCR act = activates T cell receptor signaling. primary human leukocytes, anti-CD3, IL-2 HTRF, 48 h. Potency, µM (series often up to 9.22 µM), for the others: top-dose activation of IL-2 secretion, hits mostly activators. 330,000 tested, under 10 active. AID 504894; note: % of control where 0% means no effect
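TCR engagement came from a-CD3 beads alone, with compounds added to primary human leukocytes for 48 hr. Secreted IL-2 bridged europium cryptate- and d2-labelled anti-IL-2 antibodies, giving FRET emission at 665nm after 320nm excitation.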
A-T KAP1 phos = candidate therapy for ataxia-telangiectasia; actives 0.19% (n = 320,000); Potency, µM (highest dose often 57.5 µM), inactives show at the highest dose activation, actives largely listed as activators; […] A-T fibroblasts, KAP-1 phosphorylation AlphaLISA; neocarzinostatin DNA damage 30 min before lysis; note: potency is the fitted concentration of half-maximal effect; % of control where 0% means no effect; nearly all actives have a fitted effect of over 45% in size
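ATM-like activity read as KAP-1 phosphorylation via AlphaLISA donor/acceptor antibody pairs after lysis and 6 hr at 25C. Cells were ATM-null patient fibroblasts ([…], hTERT), dosed 60 min, then exposed to the DSB inducer NCS for 30 min.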
Giardia kill = kills Giardia lamblia | actives 0.15% (n = 340,000) | Giardia lamblia trophozoite viability | activity change, % at 7.66 µM, hits read low; in the data active = activity change below about -80%; inconclusive = between about -30% and that limit;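 note: parasites exposed to compound for two days anaerobically before the ATP read; % is set by controls: 0 for no effect and ±100 for the full control effect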
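Anaerobic 48 hrs incubation at 37 deg C of 100 trophozoites/well with test compounds; ATPLite 1-Step luminescence, 15-30 min RT, reports cellular ATP as viability.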
BCR signal inh = blocks chronic active B-cell receptor signaling. ABC-DLBCL IkBa-CBG/CBR reporter, luminescence ratio, 4 h. Potency, µM (titrated, usually from 46.1 µM), inactives show at the top dose ratio change, negative = lower green/red ratio, usual class: inhibitors. actives 0.05% (n = 340,000). AID 493014; active = well fitted inhibition curve with a large enough effect in the signal ratio, with a control signal flat, not every such curve was filed as active; inconclusive = small, poorly fitted or top-dose-only effect, or effect the other way, or a change in a side signal; the % refers to the signal ratio;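 note: potency is the fitted concentration of half-maximal effect; plate controls were basal doxycycline-induced cells for no effect and cells given 10 µM MG132 for full effect; MG132 reads +100%, hits lower the ratio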
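Cell line TMD8 (human ABC DLBCL), stably expressing tet-inducible CBG68-IkBa fusion and CBR; IMDM/0.5% FBS; cpd up to 46 uM; dox induction, 4 h, 37C/5% CO2; dual luminescence; green/red ratio; MG132 control.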
* marks the source's active call; other numbers are inactive results; ? = inconclusive; . = no result given; & = joins results of further samples; [ ] = remark or other dose. Unless noted, calls come from the whole dose curve; as a rule, active = well fitted curve in the direction sought with a large enough effect; inconclusive = small, poorly fitted or top-dose-only effect, or another doubt; inactive = no such curve, though single readings can be large; an effect the other way counts as inactive or inconclusive.

SMILES | GALK inh | MLL CXXC-DNA inh | FBPA coupling cs | TSHR antagonist | Tb PFK block | KCNH2 WT inh | TCR act | A-T KAP1 phos | Giardia kill | BCR signal inh
CC(=O)Oc1ccc(-c2csc(Nc3ccc(S(N)(=O)=O)cc3)n2)cc1 | 2% | -11% | 4 | -12 | 0% | 4 | -1% | 1% | -13 | 5%
O=C(O)C1CC(=O)N(c2ccc3c(c2)OCCO3)C1 (stereo not drawn) | 0% | ? | 2 | 0 | -2% | -4 | 2% | 2% | -10 | 9%
Cc1sc2ncnc(N3CCC(C(=O)Nc4ccc(Br)cc4Br)CC3)c2c1C | . | . | . | ? | -8% | -21 | 3% | 1% | -19 | -3%
CC(=O)N1CCC(N(CCCOC(C)C)S(=O)(=O)c2ccc([N+](=O)[O-])cc2)CC1 | 1% | -10% | 1 | 19 | 2% | -4 | -21% | 6% | 15 | ?
COc1ccc(CCn2cc(C#N)c(=O)[nH]c2=O)cc1OC | 1% | 1% | 3 | 9 | -2% | -6 | -1% | 2% | 12 | 0%
COC(=O)c1cccc(NC(=O)CCCOc2ccccc2)c1 | -2% | 5% | . | -12 | 1% | 0 | 3% | -3% | 12 | 1%
COc1ccccc1CC(=O)OC(C)C(=O)Nc1ccc(S(=O)(=O)N2CCCCC2)cc1 (stereo not drawn) | . | . | . | 7 | 2% | 30 | 2% | -1% | 5 | -8%
COc1ccc([C@@H]2CC=C(C(=O)O)CN2S(=O)(=O)c2ccc(Cl)cc2)cc1 | . | . | . | -11 | -8% | -24 | 3% | 15% | ? | 20%
CCOCCn1c(=NC(=O)/C=C/c2ccccc2Cl)sc2cc(NC(C)=O)ccc21 | 2% | 4% | -2 | -12 | 2% | -3 | -2%[46.1 µM] | 6% | 27 | 1%
Cc1c(Cl)cccc1NC(=O)CCN1CCCCC1 | -3% | 12% | 0 | 14 | -21% | -3 | -4% | 5% | 1 | -2%
COCCNC(=O)CN(c1cccc(OC)c1)S(=O)(=O)c1ccc(C)cc1 | 2% | 3% | 2 | 1 | 3% | -1 | 4% | 7% | 3 | -1%
C[C@H]1CN([C@@H](C)CO)C(=O)c2cc(NS(=O)(=O)c3ccc(F)cc3)ccc2O[C@H]1CN(C)S(=O)(=O)c1cn(C)cn1 | . | . | . | 13 | 3% | 1 | -4% | 6% | -8 | -1%
O=[N+]([O-])c1ccc(N2CCN(CCO)CC2)c2ncccc12 | 1% | 15% | -5 | 10 | 1% | -2 | 2% | -9% | ? | -4%
Cc1ccc(S(=O)(=O)N2CCN(c3ccc(N4CCOCC4)nn3)CC2)cc1[N+](=O)[O-] | . | . | . | -7 | 1% | 1 | . | -2% | 7 | 6%
CCc1ccc(C(CNc2nc(C(F)(F)F)nc3ccccc23)N(C)C)cc1 (stereo not drawn) | 8% | -8% | 0 | 16 | -22% | 11 | 3% | -3% | 1 | ?
Cc1nn(-c2ccccc2)c(N)c1C1(O)C(=O)Nc2ccccc21 (stereo not drawn) | -2% | -8% | 1 | 1 | -5% | 2 | 4% | -5% | ? | -15%
COc1cc(-c2nnc(COC(=O)c3cc(C)no3)o2)cc(OC)c1OC | 1% | 2% | . | -6 | 5% | 2 | 1% | 6% | 2 | -11%
CCN(C1CCCCC1)S(=O)(=O)CCNC(=O)c1ccccc1 | . | . | . | 25 | -2% | -4 | 1% | 0% | -4 | 9%
Cc1cc(NC(=O)CSCC(=O)N(C)Cc2ccc(Cl)c(Cl)c2)no1 | -2% | 16% | . | 0 | -17% | -95* | 3% | 1% | 7 | 0%
CC/C(=N\NC(=O)CSCc1ccccc1Cl)c1ccc2c(c1)OCCO2 | . | 0% | 0 | -8 | 0% | -2 | -2%[46.1 µM] | 10% | 4 | 1%
O=C(O)C1CSC2(c3ccc(F)cc3)CCC(=O)N12 (stereo not drawn) | 1% | -12% | 5 | -10 | 3% | 5 | 0% | -3% | -1 | -1%
Cc1cc(C)n(C(N)=NC(=O)c2ccc([N+](=O)[O-])cc2)n1 | 3% | 6% | 1 | -5 | 0% | 4 | -6% | -3% | -11 | ?
CCc1nc(N2CCN(Cc3ccc4c(c3)OCO4)CC2)c2oc3ccccc3c2n1 | 2% | 23% | 1 | -17 | -6% | 2 | 7% | 5% | 4 | -26%
S=C(NCCc1ccccc1)N1CCN(C23CC4CC(CC(C4)C2)C3)CC1 | -1% | 2% | 1 | 6 | -1% | -6 | -4% | 0% | 1 | 7%
CC(C)CC(=O)Nc1ccc(Oc2ccc3c(c2)C(=O)NC3=O)cc1 | 7% | 29% | 1 | -7 | -6% | -35 | -2% | 5% | 3 | 5%
SMILES | GALK inh | MLL CXXC-DNA inh | FBPA coupling cs | TSHR antagonist | Tb PFK block | KCNH2 WT inh | TCR act | A-T KAP1 phos | Giardia kill | BCR signal inh
CC(O)[C@H]1CNC(=O)C(=O)N1CCC12CC3CC(CC(C3)C1)C2 (stereo partly drawn) | 1% | -9% | 1 | 9 | -7% | -10 | 2% | -41% | 8 | -2%
COc1cccc(/C=N/n2c(=S)n(C)c3ccccc32)c1OC | 0% | -7% | 0 | -15 | 2% | -4 | 0% | 0% | 0 | 3%
COCCNC(=O)c1cc(-c2ccccc2)n(CC2CC(c3ccc(OC)cc3)=NO2)n1 (stereo not drawn) | . | . | . | -17 | -8% | 21 | 8% | 17% | 1 | -1%
Cc1oc(-c2nc3ccccc3n2C)cc1C(=O)c1ccccc1 | 3% | 4% | -16 | 3 | -3% | -1 | 0%[46.1 µM] | 1% | ? | ?
Nc1ncnc2c1ncn2[C@@H]1O[C@H](CNC(=O)[C@@H](N)CO)[C@@H](O)[C@H]1O | . | . | . | -7 | -2% | 6 | 5%[46.1 µM] | 9% | 9 | ?
Cc1ccc(C(CNS(=O)(=O)c2ccc(C)cc2)N2CCN(C)CC2)cc1 (stereo not drawn) | . | . | . | 23 | 3% | 8 | -5% | 8% | 3 | 0%
OCC#CCSc1nnc(-c2cccc3ccccc23)o1 | . | . | . | -12&-8 | -1%&-1% | . | -3% | 14%&0% | -5 | ?
COC(=O)Cc1cc(=O)n(-c2ccccc2)[nH]1 | 1% | -9% | -1 | 1 | 2% | 4 | 3% | -6% | -9 | 10%
CCN(CC)S(=O)(=O)c1ccc(OC)c(NC(=O)Cc2cccs2)c1 | -3% | 11% | 2 | -10 | -29% | 0 | -4% | 3% | 2 | ?
COc1cccc(-c2noc(C3CCCN(C(=O)CC(C)(C)C)C3)n2)c1 (stereo not drawn) | -2% | 4% | 0 | -20 | 8% | -87* | 1% | -3% | 5 | ?
CCC(=O)c1cn(CC(=O)Nc2cccc(C)c2C)c2ccccc12 | -8% | 50%[activator] | -1 | 2 | 3% | -3 | -2% | 2% | 4 | 2%
CC(C)(C)n1nc2c(c1NC(=O)c1cc3ccccc3o1)CS(=O)(=O)C2 | 0% | 7% | 1 | 46 | 1% | 4 | 0% | -3% | 25 | ?
CC1CN(S(=O)(=O)c2ccc(F)cc2)CN1C(=O)N1CCOCC1 (stereo not drawn) | -3% | 11% | -4 | -34 | -14% | 1 | 0% | -1% | -18 | 2%
COCC1CCCN(Cc2cn(-c3ccccc3F)nc2-c2cc(C)sc2C)C1 (stereo not drawn) | 0% | 37%[activator] | 2 | 22 | -15% | 11 | -2% | 0% | 11 | 12%
CC1(C)OC(=O)C=C(CC2NS(=O)(=O)OC3CCCCC23)O1 (stereo not drawn) | . | -5% | -1 | 0 | 0% | 36 | -7% | 7% | -5 | 3%
COc1ccccc1CN1CCN(Cc2nc(-c3cccs3)no2)CC1 | 1% | 0% | 2 | 22 | -10% | 27 | 10% | 2% | -13 | -1%
CCC1CCCCN1C(=O)c1sc2ncnc(N(CC)CC)c2c1C (stereo not drawn) | -1% | 2% | 1 | -17 | -6% | -5 | -5% | 10% | 13 | 21%
O=C(Cc1ccccc1[N+](=O)[O-])Nc1ccc2c(c1)OCCO2 | -2% | 8% | -1 | 26 | 9% | 0 | 0%[46.1 µM] | 0% | 8 | -7%
CC(C)C(=O)N=c1sc2cc(F)cc(F)c2n1C | 1% | -3% | -5 | 2 | 0% | 1 | -3% | -14% | 11 | 4%
CCO[C@H]1OC(C(N)=O)=C[C@@H](c2coc3ccccc3c2=O)[C@@H]1CCCO | -1% | 12% | 3 | -22 | 6% | -1 | -8% | . | 17 | 0%
Cc1cc2ncn(S(=O)(=O)N3CCOCC3)c2cc1C | 1% | 1% | 1 | 24 | 29% | -10 | -2% | 5% | -2 | -3%
